M4 PAM = CHRM4 positive allosteric modulation. CHO-K1 hM4/Gqi5, Fluo-8 calcium fluorescence, ACh EC20; 0% = ACh EC20, 100% = maximal ACh. activation, % at 3 µM. 0.4% of 360,000 active. AID 624126;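 active = activation above its plate's cutoff, the mean activation of sample wells plus 3 SD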; note: some results filed as inactive read as strong as hits
Target sequence (P08173 whole entry, looked up): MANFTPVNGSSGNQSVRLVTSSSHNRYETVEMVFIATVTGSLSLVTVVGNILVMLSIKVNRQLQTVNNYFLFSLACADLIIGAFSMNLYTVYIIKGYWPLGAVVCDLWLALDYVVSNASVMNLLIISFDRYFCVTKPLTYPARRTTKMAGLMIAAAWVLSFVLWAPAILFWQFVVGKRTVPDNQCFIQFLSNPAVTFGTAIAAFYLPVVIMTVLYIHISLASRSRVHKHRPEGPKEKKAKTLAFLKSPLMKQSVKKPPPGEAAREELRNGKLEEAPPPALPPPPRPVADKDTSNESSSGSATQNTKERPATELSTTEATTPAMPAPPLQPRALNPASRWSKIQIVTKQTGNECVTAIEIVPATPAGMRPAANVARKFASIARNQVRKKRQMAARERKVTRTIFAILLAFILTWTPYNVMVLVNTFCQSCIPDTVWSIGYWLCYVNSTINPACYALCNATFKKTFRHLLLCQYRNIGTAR
CHRM5 antagonist = antagonists of human muscarinic M5 receptor (CHRM5). P08912. CHO-hM5 cells, Fluo-8 calcium fluorescence, ACh EC80. inhibition, % at 3 µM. 0.59% of 360,000 active. AID 624040;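 active = inhibition above a per-plate cutoff, the mean of that plate's test compounds plus 3 SD, cut at about 27% in these data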;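 note: 0% = acetylcholine EC80 with DMSO and 100% = DMSO without agonist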
Target sequence (P08912 whole entry, looked up): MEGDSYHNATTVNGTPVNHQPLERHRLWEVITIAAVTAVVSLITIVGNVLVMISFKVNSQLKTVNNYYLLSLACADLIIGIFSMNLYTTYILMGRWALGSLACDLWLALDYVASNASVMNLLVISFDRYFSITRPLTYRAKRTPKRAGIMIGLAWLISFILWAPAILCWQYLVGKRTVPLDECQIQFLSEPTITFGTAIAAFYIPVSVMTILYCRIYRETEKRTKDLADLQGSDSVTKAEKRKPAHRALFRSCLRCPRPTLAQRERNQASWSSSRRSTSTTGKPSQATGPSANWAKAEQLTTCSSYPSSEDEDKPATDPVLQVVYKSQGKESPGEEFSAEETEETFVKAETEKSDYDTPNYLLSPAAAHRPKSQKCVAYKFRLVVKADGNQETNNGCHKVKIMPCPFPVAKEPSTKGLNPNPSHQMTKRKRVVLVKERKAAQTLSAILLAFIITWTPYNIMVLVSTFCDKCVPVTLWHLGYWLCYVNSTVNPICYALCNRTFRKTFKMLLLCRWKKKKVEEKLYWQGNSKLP
M4 antag = antagonists of human muscarinic M4 receptor (CHRM4); P08173; CHO-hM4 cells, ACh EC80, Fluo-8 calcium fluorescence; inhibition, % at 3 µM; 0.73% of 360,000 active; AID 624125;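 active = inhibition above its plate's cutoff, the mean inhibition of sample wells plus 3 SD, cut at about 27% in these data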;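 note: 0% = acetylcholine EC80 with DMSO and 100% = DMSO without agonist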
CHRM5 PAM = CHRM5 positive allosteric modulation; P08912; CHO-K1 hM5, Fluo-8 calcium, ACh EC20 PAM; 0% = ACh EC20, 100% = ACh EC100; activation, % at 3 µM; 0.3% of 360,000 active;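 active = activation above the run cutoff, the mean activation of all test compounds plus 3 SD, cut at about 18% in these data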
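System: CHO-K1 cell line with stable human muscarinic M5 receptor expression | Also added: EC20 acetylcholine as agonist stimulus | Compound: One concentration, 3 µM final (nominal) | Timing: Fluo-8 loading 80 min at 37 °C plus 30 min room temperature | Measured by: Fluo-8 calcium dye fluorescence, kinetic read | Read-out basis: % activation, ACh-normalized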
CHO-K1 Ca antag = M1 antagonist counterscreen hit in parental CHO-K1 cells. ATP-induced calcium, Fluo-8 fluorescence. inhibition, % at 3 µM. 0.6% of 360,000 active. AID 602250;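 active = inhibition above a per-plate cutoff, the plate's mean sample inhibition plus 3 SD, cut at about 24% in these data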;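 note: 0% = DMSO plus EC80 ATP and 100% = DMSO alone without ATP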
CHO-K1 Ca PAM = counter-screen for M1 PAMs: effect in parental CHO-K1 cells; ATP EC20, Fluo-8 calcium fluorescence; 0% at ATP EC20, 100% at ATP max; activation, % at 3 µM; 0.02% of 360,000 active; AID 602247;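 active = activation above the run cutoff, the mean activation of all test compounds plus 3 SD, cut at about 40% in these data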;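 note: peak over basal fluorescence ratio in a 140 s read after ATP addition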
CHO-K1 Ca ag = M1 agonist counterscreen hit in parental CHO-K1 cells | AID 602248 | activation, % at 3 µM | 0.48% of 360,000 active | Fluo-8 calcium fluorescence; scaled to maximal ATP response, vehicle zero; in the data active = activation above about 15%;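 note: untransfected CHO-K1 host cells lacking M1 receptor as counterscreen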
CHRM5 agonist = CHRM5 agonism in calcium assay | 0.19% of 360,000 active | CHO-K1 hM5 cells, Fluo-8 calcium fluorescence; 0% DMSO wells, 100% maximal acetylcholine response | activation, % at 3 µM | P08912 | AID 624037;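 active = activation above the run's mean over test compounds plus 3 SD, cut at about 23% in these data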;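 note: signal is peak over basal fluorescence ratio across the kinetic read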
M4 ag = agonists of human muscarinic M4 receptor (CHRM4); P08173; CHO-K1 hM4/Gqi5, Fluo-8 calcium fluorescence; vehicle 0%, full acetylcholine response 100%; AID 624127; activation, % at 3 µM; 0.14% of 360,000 active;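 active = activation above the run mean over all test wells plus 3 SD, cut at about 32% in these data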;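 note: peak over basal fluorescence ratio per well then scaled between controls; 0% = DMSO wells and 100% = acetylcholine at EC100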
The depositor's hits bear a star. An unsorted share of the library, and some 2.7% of all compounds hit somewhere here.

The first 2 records, to show the layout:
SMILES	M4 PAM	CHRM5 antagonist	M4 antag	CHRM5 PAM	CHO-K1 Ca antag	CHO-K1 Ca PAM	CHO-K1 Ca ag	CHRM5 agonist	M4 ag
Cc1cc2nc3ccc(=[N+](C)C)cc-3sc2cc1N	18	8	-6	0	-11	14	1.3	-3	2
COC(=O)c1ccccc1NC(=O)c1sc(=S)n(C)c1N	3	1	-10	8	-6	10	0.1	-1	1

The list itself (from the top)
SMILES	M4 PAM	CHRM5 antagonist	M4 antag	CHRM5 PAM	CHO-K1 Ca antag	CHO-K1 Ca PAM	CHO-K1 Ca ag	CHRM5 agonist	M4 ag
Cc1cc2nc3ccc(=[N+](C)C)cc-3sc2cc1N	18	8	-6	0	-11	14	1.3	-3	2
COC(=O)c1ccccc1NC(=O)c1sc(=S)n(C)c1N	3	1	-10	8	-6	10	0.1	-1	1
CCc1ccc(NC(=O)c2cnn(-c3ccccc3)c2C2CCNCC2)cc1	1	4	4	-3	5	20	0.6	-3	1
CCS(=O)(=O)CCSc1nc2ccccc2o1	10	4	5	-3	-14	8	-0.1	1	0
CNC(=O)CSCc1c(Cl)cccc1Cl	9	0	3	-2	-4	9	0.2	2	0
CCCCCc1ccc(-c2nnc(N)s2)cc1	-2	-17	-3	-1	-8	19	-0.2	-2	0
CN(C)Cc1c(C(=O)Nc2ccccc2)[nH]c2ccccc12	14	5	6	4	3	-6	0.0	0	1
Cc1cc(SCC(=O)N/N=C/c2cccnc2)nc2c(C)cccc12	3	5	-3	-1	-14	24	4.3	-2	6
CC(=O)Nc1cc(-c2ccncc2)cn2c(-c3ccccc3)cnc12	-1	5	-1	-6	11	-5	0.7	-1	4
CCN(CC)S(=O)(=O)c1ccc2c(c1)nc(CCC(=O)Nc1cccc(C(F)(F)F)c1)n2CC	2	-1	6	0	4	10	0.6	-4	3
C#CCNC(=O)C1=C[C@H](c2ccc(Br)cc2)C[C@H](OCCCCO)O1	2	1	5	6	1	11	0.2	4	0
COc1cccc(C(=O)NCc2nnc(SCC(=O)Nc3nccs3)n2-c2cccc(C)c2)c1	13	-3	-10	0	-9	10	-0.4	2	-1
Cc1cc(S(=O)(=O)Nc2ccc(C(=O)NCC(c3ccccc3)N(C)C)cc2)ccc1F (configuration not stated)	-5	7	6	-1	6	-3	1.9	-8	3
Cc1ccn(CCC(=O)N2CCc3ccccc32)n1	2	16	4	-1	-11	-14	0.3	-4	2
NS(=O)(=O)c1ccc(NC(=O)COC(=O)CSc2n[nH]c(-c3ccccc3)n2)cc1	13	4	-3	-2	-11	10	0.5	1	1
COc1ccccc1N1CCN(C(=O)c2ccc(CS(=O)(=O)c3ccccc3OC)o2)CC1	-10	7	3	-16	12	5	4.4	34*	14
COc1cc(/C=N/NC(N)=O)ccc1OCC(=O)N1C(C)CCCC1C (configuration not stated)	2	7	2	-2	-5	-8	0.0	1	1
CC(C)CC(=O)N1CCC(O)(CS(=O)(=O)Cc2ccccc2)CC1	18	-3	-9	4	-2	7	0.2	-1	1
CS(=O)(=O)N1CCN(C(=O)C(Sc2ccccc2)c2ccccc2)CC1 (configuration not stated)	14	-4	0	6	-4	14	0.4	0	1
CC1=C(C(=O)N2CCOCC2)CC(CC(=O)NCc2cccs2)C(=O)N1CCCN1CCCC1=O (configuration not stated)	-1	-6	-3	8	11	6	0.1	2	0
Cc1cc(C(=O)Nc2cccc3ncccc23)no1	2	-2	-3	-1	-7	18	0.8	0	1
COc1ccccc1OCCCN1CCC(C(O)(c2ccccc2)c2ccccc2)CC1	-7	14	-1	-24	-20	22	4.8	-3	11
O=C(C(=O)N1CCc2ccccc2C1)c1c[nH]c2ccccc12	-1	5	1	-4	0	13	1.0	-4	3
CC(NS(=O)(=O)c1ccc(CCC(=O)NCc2cccnc2)cc1)c1ccccc1 (configuration not stated)	-2	-1	2	-1	-1	8	0.1	0	1
COC(=O)CC1(C(=O)OC)Oc2ccc(Br)cc2C(=O)N1c1cc(Cl)c(Cl)cc1Cl (configuration not stated)	-37	0	-12	-9	13	-23	-0.8	2	-1
O=c1[nH]c(C2CCN(S(=O)(=O)c3ccc(C(F)(F)F)cc3)CC2)nc2c1nnn2Cc1cccc(F)c1	1	0	-22	4	-11	10	-0.3	-1	1
O=C(/C=C/c1ccc(S(=O)(=O)N2CCOCC2)cc1)NCCCn1ccnc1	3	1	-12	4	-20	-22	1.9	-4	0
CCCCOc1ccc(C(=O)N/N=C/c2ccc(OCCN3CCCCC3)c(OC)c2)cc1	-1	-1	-4	10	-15	24	-0.4	-6	-1
COc1ccc2nc(Nc3sc4c(c3C(N)=O)CCCC4)sc2c1	-4	5	3	1	-7	12	0.5	3	0
COc1ccc(N(CC(=O)Nc2ccc(F)c(F)c2)S(=O)(=O)c2c(C)n[nH]c2C)cc1	2	2	-3	2	-1	14	4.5	-2	6
COc1ccc(S(=O)(=O)n2c(N)nc3ccccc32)cc1	-14	69*	73*	-18	0	-9	0.8	-3	7
CC(=O)c1ccc(NC(=O)c2ccccc2-c2ccccc2C(=O)O)cc1	-4	4	-1	5	-12	16	0.1	0	1
COc1cc(NC(=O)c2cc(-c3ccc4c(c3)OCO4)on2)cc(OC)c1OC	-5	0	-2	0	-16	-7	2.0	2	2
O=C(Cn1cncn1)N/N=C/c1cccc(Cl)c1	-1	4	-2	3	-4	0	0.4	3	1
Cc1ccc(C)c(NC(=S)NCCCN2CCOCC2)c1	0	11	2	3	-10	17	0.3	-3	0
COc1ccc(C(=O)N2CC3(C)CC2CC(C)(C)C3)cc1OC (configuration not stated)	4	0	-5	-3	12	11	0.3	-3	1
O=C(Nc1cccc(-c2csc(-c3ccccc3)n2)c1)c1cccs1	-2	20	1	-11	-3	10	0.8	-2	0
C/C(=N\NC(=O)c1nn(C)c(C)c1Br)c1ccc(NC(=O)C2CCCC2)cc1	2	6	9	-4	4	-3	2.7	-1	2
O=C(O)c1ccccc1NS(=O)(=O)c1cccc(C(F)(F)F)c1	7	-12	-3	3	-11	20	0.5	2	0
NC(=NCCc1c[nH]c2ccccc12)NS(=O)(=O)c1ccc(F)cc1	6	2	10	8	-5	24	1.6	0	3
O=C(/C=N/O)NCc1cccnc1	4	8	3	-1	-19	3	0.1	1	1
CC(C)CCN1CCN(Cc2ccc(C#CCCO)cc2)CC1CCO (configuration not stated)	-11	-25	9	9	2	5	2.2	-1	1
CCNC(=O)CN(CCc1ccccc1)S(C)(=O)=O	4	-2	14	5	-3	12	0.5	-2	2
CC(OC(=O)CC1Sc2ccccc2NC1=O)C(=O)N(C)Cc1ccccc1 (configuration not stated)	-4	6	-7	-12	22	-6	1.1	3	8
C#CCOCCOCCOCCNc1nc(N2CCN(C(=O)CCCCCCCCCCNC(=O)Cn3cc(CCCCCN)nn3)CC2)nc(N2CCN(C(=O)CCCCCCCCCCNC(=O)Cn3cc(CCCCCN)nn3)CC2)n1	-17	12	23	-1	-7	8	2.9	-10	2

Single values from the list:
COc1ccc(S(=O)(=O)n2c(N)nc3ccccc32)cc1 | CHO-K1 Ca antag: 0
CNC(=O)CSCc1c(Cl)cccc1Cl | CHRM5 PAM: -2
CC(=O)c1ccc(NC(=O)c2ccccc2-c2ccccc2C(=O)O)cc1 | CHO-K1 Ca ag: 0.1
COC(=O)CC1(C(=O)OC)Oc2ccc(Br)cc2C(=O)N1c1cc(Cl)c(Cl)cc1Cl (configuration not stated) | CHO-K1 Ca antag: 13

Additional structures.
SMILES	M4 PAM	CHRM5 antagonist	M4 antag	CHRM5 PAM	CHO-K1 Ca antag	CHO-K1 Ca PAM	CHO-K1 Ca ag	CHRM5 agonist	M4 ag
CC(C)CCN(C(=O)c1cn2ccccc2n1)c1c(N)n(Cc2ccccc2)c(=O)[nH]c1=O	3	-4	5	6	-1	5	1.1	5	-1
Cc1ccc(C)c(OCC(=O)O/N=C(\N)c2ccccn2)c1	4	-8	4	3	-2	12	0.4	-10	1
COc1ccc(OC)c(CCNC(=O)C2CCN(c3nnc(-n4cccc4)s3)CC2)c1	-7	2	-3	-10	9	-1	1.6	-3	7
Cc1cc(CN(C)C(=O)c2ccc3nc(Cc4ccccc4F)oc3c2)n[nH]1	3	6	-8	-5	-6	8	1.1	-2	1
O=C1C=C(c2ccc3c(c2)OCO3)C[C@@H](c2ccc(Cl)cc2)C1	6	2	-6	2	-1	1	-0.1	4	1
CNC[C@@H]1Oc2ccc(NS(=O)(=O)c3ccc(OC)cc3)cc2CC(=O)N([C@H](C)CO)C[C@@H]1C	2	8	3	3	-13	9	0.8	1	0
COc1ccc(CCNC(=O)c2cc([N+](=O)[O-])cc([N+](=O)[O-])c2)cc1OC	2	-1	-5	0	-6	-1	1.4	-1	4
C[C@H](CO)N1C[C@H](C)[C@@H](CN(C)S(=O)(=O)c2cccs2)Oc2ccc(NC(=O)Nc3ccccc3)cc2C1=O	-3	6	-1	0	3	-1	-0.2	-1	2
Cc1ccc(-n2nc3ccc(NC(=O)/C=C/c4ccco4)cc3n2)cc1C	5	3	-8	-8	-14	-17	0.7	4	2
O=C(/C=C/c1ccccc1Cl)c1ccccc(=O)c1O	-3	8	5	4	2	-3	1.8	0	2
COC(=O)c1ccc(OC)c(NS(=O)(=O)c2ccc(-n3cnnn3)cc2)c1	-8	0	-1	-1	8	10	-0.1	-1	0
COC(=O)C1C(=O)CC(C)(O)C(C(=O)OC)C1c1ccc2c(c1)OCO2 (configuration not stated)	0	-3	4	6	-19	14	0.3	2	1
Cc1ccc(OC(=O)C2CCN(C(=O)c3ccccc3C)CC2)c(Br)c1	-4	2	-13	-9	6	-14	2.1	2	8
CCc1cccc(C)c1NC(=O)Nc1ccc2c(c1)OCO2	0	-13	-3	4	2	16	1.3	-4	1
CC(C)(O)C#Cc1ccc(C(=O)N2CCN(c3ccc(Cl)cc3)CC2)cc1	-1	4	13	-10	-12	9	0.3	-3	2
CC(C)COC(=O)c1ccccc1OC(=O)c1ccncc1	11	1	-5	1	-14	24	0.0	-3	-1
Cc1nc[nH]c(=O)c1Br	-3	-6	9	6	-4	21	0.7	1	0
COC(=O)c1ccc(COc2ccccc2/C=N/NC(N)=O)o1	-4	1	-1	5	0	10	-0.1	1	2
CC(C)(c1ccccc1)c1ccc(OCCCN2CCNCC2)cc1	8	-3	6	0	-5	26	2.8	0	7
CC1CCCCC1NC(=O)Cn1cc([N+](=O)[O-])ccc1=O (configuration not stated)	9	-3	3	6	-21	-3	0.1	2	-1
CC(C)C1C(=O)N(Cc2cn(CCC3OCCO3)nn2)CCS(=O)(=O)N1Cc1ccc(-c2ccc(F)cc2Cl)cc1 (configuration not stated)	-7	-1	-6	-4	17	8	2.4	-3	8
COc1cccc(C(C(=O)NCc2ccco2)N(Cc2ccco2)C(=O)Cn2nnc3ccccc32)c1 (configuration not stated)	-7	13	30*	-19	-1	6	1.8	-1	9
CCN(CC)S(=O)(=O)c1ccc(N2CCN(C)CC2)c(NC(=O)CSCC(=O)Nc2cccc(C)c2)c1	-7	2	16	2	1	-19	0.1	-3	1
COc1ccc(-n2c(SCC(=O)N3CCOCC3)nc3ccccc3c2=O)cc1	9	-6	3	1	3	16	0.1	0	1
COc1cc2cc(Oc3ccc4ccc(=O)oc4c3)c(=O)oc2cc1OC(=O)/C=C/c1ccccc1	15	4	1	-3	-18	21	1.1	0	3
Cc1cccc(C(=O)OCC(=O)NCc2ccco2)c1	1	6	6	4	-11	11	0.8	2	2
CCn1c(=O)c(CCC(=O)NCC2CCCO2)c(C)c2c(C)nn(-c3ccc(C)cc3)c21 (configuration not stated)	13	4	2	0	-8	10	0.3	-6	1
